KCNK9 inh: inhibitors of human KCNK9 two-pore domain potassium channel; 1.2% of 310,000 active; B-score at 10 µM; HEK293 KCNK9, FluxOR thallium flux fluorescence; hits give low values;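 active = ratio B-score over 3 SD below the library mean, with starting fluorescence within 5 SD of its mean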;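 also: negative B-score means less thallium flux so channel inhibition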
KCNQ1 inh: human KCNQ1 channel inhibition | B-score at 10 µM | CHO-K1 KCNQ1, FluxOR thallium flux fluorescence; hits give high values | 1.3% of 310,000 active;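 active = compounds whose thallium flux B-score, printed positive for inhibition, exceeds three library SD while starting fluorescence stays within three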;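 also: channel opened by potassium depolarization with thallium stimulus after 20 min compound exposure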
Target sequence (P51787 whole entry, looked up): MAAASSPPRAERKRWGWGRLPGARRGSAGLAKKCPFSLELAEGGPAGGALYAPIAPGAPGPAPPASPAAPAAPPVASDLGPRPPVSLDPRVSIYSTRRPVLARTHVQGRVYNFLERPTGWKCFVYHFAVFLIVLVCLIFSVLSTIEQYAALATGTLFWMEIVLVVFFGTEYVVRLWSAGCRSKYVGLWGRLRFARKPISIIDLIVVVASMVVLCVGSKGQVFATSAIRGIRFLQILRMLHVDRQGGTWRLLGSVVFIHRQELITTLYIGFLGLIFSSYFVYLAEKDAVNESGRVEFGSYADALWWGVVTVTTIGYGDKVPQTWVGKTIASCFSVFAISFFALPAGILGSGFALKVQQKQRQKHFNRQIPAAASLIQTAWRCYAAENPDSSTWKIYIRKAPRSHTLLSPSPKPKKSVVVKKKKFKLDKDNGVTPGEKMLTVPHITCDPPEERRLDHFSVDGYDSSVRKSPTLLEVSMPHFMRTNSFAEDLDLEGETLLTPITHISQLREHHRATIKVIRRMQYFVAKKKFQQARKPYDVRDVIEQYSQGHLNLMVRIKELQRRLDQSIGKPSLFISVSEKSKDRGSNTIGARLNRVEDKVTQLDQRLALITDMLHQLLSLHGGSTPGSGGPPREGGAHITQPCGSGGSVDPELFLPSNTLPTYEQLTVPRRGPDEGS
RGS4 pot: potentiators or activators of RGS4; HEK293 M3R/inducible RGS4, carbachol calcium flux Fluo4; hits give low values; B-score at 10 µM; 0.92% of 310,000 active; AID 463111;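 active = B-score of the integrated calcium signal more than 4 SD below the library mean, with starting fluorescence not abnormally high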;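 also: negative B-score means reduced calcium response which marks RGS4 activation or potentiation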
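Test system: HEK293 cells with stable M3R and inducible RGS4; also added: carbachol at ECmax as muscarinic agonist stimulus; schedule: dye loading 30 min 37 °C, buffer rest 30 min RT; technique: kinetic calcium fluorescence imaging with Fluo4-AM dye, 2 µM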
RGS4 block: human RGS4 inhibition; P49798; HEK293 M3R/RGS4 inducible, Fluo-4 calcium flux; hits give high values; triggered by carbachol at its EC20; B-score at 10 µM; 0.45% of 310,000 active;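 active = B-score, a plate-corrected calcium signal, over three deviations above library mean, with baseline fluorescence within five deviations of library mean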;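 also: RGS4 expression induced by doxycycline in cells with stable M3 receptor; B-score is computed from the integrated fluorescence ratio over baseline after carbachol; higher B-score means a larger calcium signal and so more RGS4 inhibition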
Target sequence (P49798 whole entry, looked up): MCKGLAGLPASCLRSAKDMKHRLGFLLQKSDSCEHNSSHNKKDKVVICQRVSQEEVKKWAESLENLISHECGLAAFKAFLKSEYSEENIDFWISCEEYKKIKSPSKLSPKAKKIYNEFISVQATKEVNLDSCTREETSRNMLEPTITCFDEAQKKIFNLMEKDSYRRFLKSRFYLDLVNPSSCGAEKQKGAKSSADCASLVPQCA
Dyrk1A ADPGlo: Dyrk1A (rat) kinase inhibition; inhibition, % at 12.5 µM; 0.43% of 310,000 active; Q63470; AID 504441; ADP-Glo luminescence, NFATc1 peptide; in the data active = inhibition above about 50%;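 also: plate controls were vehicle with enzyme for no effect and no enzyme for full effect; many of its hits are not listed in these tables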
hERG rescue: shields human hERG channel from block by proarrhythmic agents | CHO-hERG, FluxOR thallium flux, dofetilide IC70 present | activation (rescue from dofetilide block), less the hit threshold, % at 10 µM | 0.51% of 310,000 active | AID 1511;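 active = activation above the mean of controls blocked by dofetilide plus 5 SD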;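 also: thallium influx through hERG after potassium depolarization seen as dye fluorescence rise; in these data hits start at about 4.7%; inactives centre near -7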
PolyA inhibitor: inhibitors of polyadenylation in S. cerevisiae | S. cerevisiae SKY197-pL101 polyadenylation reporter, beta-gal luminescence; efflux-impaired pdr1/pdr3 knockout yeast; score 100 = 6 SD above DMSO | calls only at 12 µM | 0.02% of 300,000 active | AID 1875;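 active = lowest replicate activity score at least 50, where 100 means six control SD above control mean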;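 also: yeast exposed to compound for 9 h at 30 °C; higher score means more reporter readthrough which indicates perturbed polyadenylation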
KCNK3 block: human KCNK3 channel inhibition, primary screen; O14649; CHO-KCNK3 thallium flux, FluxOR fluorescence; hits give low values; B-score at 10 µM; 0.84% of 340,000 active;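 active = B-score under library mean minus 4 SD, starting fluorescence ratio at most library mean plus 5 SD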;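 also: more negative B-score means stronger inhibition of thallium flux through KCNK3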
GSK3B inh: blocks human GSK3beta kinase activity | P49841 | GST-GSK3beta kinase, ADP-Glo luminescence, 60 min; hits give low values | activity score (negative = inhibition), % at 10 µM | 0.038% of 300,000 active;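 active = more than half of replicate wells score below -50%, meaning over 50% inhibition versus plate controls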;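 also: 0% = median DMSO wells and -100% = median GW8510 positive control wells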
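Test system: GST-tagged human GSK3beta kinase, cell-free; evaluation: activity score scaled between in-plate DMSO and GW8510 controls; measured by: ADP-Glo luminescence; incubation: 60 min reaction, RT; benchmarks: DMSO and 20 µM GW8510; reagent: peptide substrate plus 25 µM ATP (final); medium: Tris/MgCl2 kinase buffer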
GSK3A inh: inhibitors of human GSK-3 alpha kinase; ADP-Glo luminescence, 60 min; inhibition, % at 10 µM; 0.1% of 320,000 active;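 in the data active = inhibition above about 50%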;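 also: GST-tagged GSK-3 alpha with peptide substrate and 25 µM ATP; 0% = DMSO neutral wells and 100% = GW8510 positive control wells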
KCNQ1 act: human KCNQ1 channel potentiation or activation | P51787 | CHO-K1 KCNQ1, thallium flux FluxOR fluorescence; hits give high values | B-score at 10 µM | 0.35% of 310,000 active | AID 2648;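 active = fluorescence ratio B-score, a plate-corrected score, at least three library SD, with initial intensity B-score within 5 SD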
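Medium – assay buffer, equal DMSO in all wells · Material – CHO-K1 cell line with stable KCNQ1 potassium channel expression · Signal – kinetic FluxOR thallium fluorescence, 10-s 1-Hz baseline, 110-s post-stimulus read · Compound – single concentration per compound, DMSO matched to controls · Schedule – 37 °C overnight plating, 90-min dark dye load, 20-min compound pretreatment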
The depositor's hits bear a star; i = inactive; . = no result given.

SMILES	KCNK9 inh	KCNQ1 inh	RGS4 pot	RGS4 block	Dyrk1A ADPGlo	hERG rescue	PolyA inhibitor	KCNK3 block	GSK3B inh	GSK3A inh	KCNQ1 act
CC(C)OCCCNC(=S)N1CCC(C(=O)c2ccc(Cl)cc2)CC1	i	i	i	i	1	-10	i	i	-3	-1	i
CCCC(=O)N1c2ccccc2C(=C2SC(C(=O)OC)=C(C(=O)OC)S2)C(=S)C1(C)C	i	i	i	i	3	-5	i	i	1	1	i
CN(CCCNC(=O)CSc1cc(=O)n(C)c2ccc(Cl)cc12)Cc1ccccc1	i	i	i	i	-2	-9	i	i	-4	0	i
COC(=O)c1ccc2c(c1)N(Cc1ccccc1F)C(=O)c1ccccc1S2=O (configuration not stated)	i	i	i	i	-5	-13	i	i	0	6	i
COc1ccc(S(=O)(=O)Nc2cccc(S(=O)(=O)N3CCCCCC3)c2)cc1	-8.2*	i	i	i	1	-15	i	i	1	-3	i
O=C(NNc1ccc([N+](=O)[O-])cc1)C1CC1c1ccccc1 (configuration not stated)	i	i	i	i	-2	-16	i	i	0	0	i
CCc1ccc(N2CC(C(=O)NC3=NCCS3)CC2=O)cc1 (configuration not stated)	i	i	i	i	1	-20	i	i	-6	9	i
Cc1nc2cc(NC(=O)CCS(=O)(=O)c3ccccc3)ccc2s1	i	i	i	i	2	-11	i	i	0	0	i
CC(=O)Nc1nc2cccc([N+](=O)[O-])c2s1	i	i	i	i	.	-10	i	i	-10	1	i
CN(c1cccc(NS(=O)(=O)c2cccc([N+](=O)[O-])c2)c1)S(C)(=O)=O	i	i	i	i	-2	-4	i	i	0	1	i
COc1cc(/C=N/Nc2ccccc2[N+](=O)[O-])ccc1OC(=O)c1ccccc1F	i	i	i	i	-1	-4	i	i	1	0	i
CCS(=O)(=O)N1CCC(C(=O)NCc2cccnc2)CC1	i	i	i	i	.	-8	i	i	4	-2	i
Cc1cc(NC(=O)Nc2cccc([N+](=O)[O-])c2)no1	i	i	i	i	5	-8	i	i	-1	0	i
Cc1cc(Oc2ccccc2)nc(SCC(N)=O)n1	i	i	i	i	-6	-3	i	i	2	-1	i
COc1cccc(OCCNC(=O)c2cc([N+](=O)[O-])cc([N+](=O)[O-])c2)c1	i	i	i	i	1	-9	i	i	1	-3	i
CC(C)(C)OC(=O)[C@H](Cc1ccccc1)NC(=O)c1nc[nH]c1C(=O)NC1CCN(C(=O)OC(C)(C)C)CC1	i	i	i	i	6	-13	i	i	-1	0	i
CCOC(=O)N1CC=C2C(C#N)=C(N)C(C#N)(C#N)[C@H](c3ccc(OCC)c(OCC)c3)[C@H]2C1	i	i	i	i	1	-9	i	i	5	0	i
Cc1cccc(NC(=O)c2ccc(Cl)nc2)n1	i	i	i	i	.	-5	i	i	1	-2	i
CC(=O)c1cccc(S(=O)(=O)N(Cc2cc3cc4c(cc3[nH]c2=O)OCCO4)CC2CCCO2)c1 (configuration not stated)	i	i	i	i	-3	-8	i	i	1	1	i
Cc1ccc(-n2nc(C)c(/C=N/NC(=O)c3cccnc3)c2Cl)cc1	i	i	i	i	4	-14	i	i	1	.	i
O=C(Nc1nccs1)c1cc(S(=O)(=O)N2CCCCC2)ccc1Cl	i	i	i	i	-5	-9	i	i	0	1	i
O=C(O)C/C(=C\c1cc(Br)cs1)c1nc2ccccc2o1	i	i	i	i	-4	6.1*	i	i	-4	-5	i
COc1ccccc1C(=O)COC(=O)c1ccc(N(C)C)cc1	i	i	i	i	-2	-7	i	i	-4	-1	i
CC(C)(C)N1NC(=O)Nc2ccccc2C1=O	i	i	i	i	-1	-7	i	i	1	0	i
Cc1noc(C)c1CSc1ncnc2sc3c(c12)CCCCC3	i	i	i	i	2	35*	i	i	0	-3	11*

Exported as labelled records: part of the list above
COc1cc(/C=N/Nc2ccccc2[N+](=O)[O-])ccc1OC(=O)c1ccccc1F
- KCNK9 inh: i
- KCNQ1 inh: i
- RGS4 pot: i
- RGS4 block: i
- Dyrk1A ADPGlo: -1
- hERG rescue: -4
- PolyA inhibitor: i
- KCNK3 block: i
- GSK3B inh: 1
- GSK3A inh: 0
- KCNQ1 act: i
CCS(=O)(=O)N1CCC(C(=O)NCc2cccnc2)CC1
- KCNK9 inh: i
- KCNQ1 inh: i
- RGS4 pot: i
- RGS4 block: i
- Dyrk1A ADPGlo: .
- hERG rescue: -8
- PolyA inhibitor: i
- KCNK3 block: i
- GSK3B inh: 4
- GSK3A inh: -2
- KCNQ1 act: i
Cc1cc(NC(=O)Nc2cccc([N+](=O)[O-])c2)no1
- KCNK9 inh: i
- KCNQ1 inh: i
- RGS4 pot: i
- RGS4 block: i
- Dyrk1A ADPGlo: 5
- hERG rescue: -8
- PolyA inhibitor: i
- KCNK3 block: i
- GSK3B inh: -1
- GSK3A inh: 0
- KCNQ1 act: i
Cc1cc(Oc2ccccc2)nc(SCC(N)=O)n1
- KCNK9 inh: i
- KCNQ1 inh: i
- RGS4 pot: i
- RGS4 block: i
- Dyrk1A ADPGlo: -6
- hERG rescue: -3
- PolyA inhibitor: i
- KCNK3 block: i
- GSK3B inh: 2
- GSK3A inh: -1
- KCNQ1 act: i

Further results.
SMILES	KCNK9 inh	KCNQ1 inh	RGS4 pot	RGS4 block	Dyrk1A ADPGlo	hERG rescue	PolyA inhibitor	KCNK3 block	GSK3B inh	GSK3A inh	KCNQ1 act
CCCCn1c(N)c(N(CC)C(=O)CSc2nnc(-c3ccco3)n2CC)c(=O)[nH]c1=O	i	i	i	i	-2	-6	i	i	-22	-2	i
CCn1c(=S)[nH]c2nc3c(cc2c1=O)CCCC3	i	i	i	i	-3	-8	i	i	2	-2	i
CCOc1ccc(N(CC)S(=O)(=O)c2cccc3nsnc23)cc1	i	i	i	i	-3	-7	i	i	2	9	i
Cc1ccc(NC(=O)CSCc2cc(=O)n3ccsc3n2)cc1	i	i	i	i	2	-5	i	i	2	-2	i
Cc1nc(Cl)sc1C(=O)O	i	i	i	i	-8	-9	i	i	5	-1	i
CCC(C)NC(=O)c1cc(-c2ccccc2O)on1 (configuration not stated)	i	i	i	i	5	-12	i	i	0	-2	i
CC1(C)CC(=O)c2c(Cc3ccccc3)noc2C1	i	i	i	i	-2	-5	i	i	-1	.	i
CCn1c(SCc2cccc(C(F)(F)F)c2)nnc1-c1ccco1	i	i	i	i	-1	-11	i	i	2	-3	i
CCN(CC)Cc1c(O)ccc2c(=O)c(-c3ccccc3)coc12	i	i	i	i	1	2	i	i	-3	0	i
O=C(c1cc(COc2c(F)cccc2F)on1)N1CCC(c2ccccc2F)C1 (configuration not stated)	i	i	i	i	1	-14	i	i	2	-1	i
O=C(COC(=O)C1(c2ccc(Cl)cc2)CCCC1)Nc1ncc(C(F)(F)F)cc1Cl	i	i	i	i	-2	-8	i	i	-1	.	i
COc1ccc(N(CC(=O)NCc2ccccc2)C(=O)CCC(=O)Nc2cc(C)ccn2)c(OC)c1	i	i	i	i	2	-14	i	i	2	6	i
Cc1ccc(NC(=O)C(C)OC(=O)CCC2CCCCC2)cc1 (configuration not stated)	i	i	i	i	-2	-8	i	i	3	-5	i
COC(C[C@@H](O)CC(=O)COCc1ccccc1)OC	i	i	i	i	-1	-2	i	i	4	.	i
O=C(CNC(=S)N(Cc1ccccc1)Cc1cccnc1)NC1CCCCC1	i	i	i	i	-1	-14	i	i	2	1	i
Cc1cccc(C(=O)NC2CCN(CC(=O)Nc3ccc4c(c3)OCO4)CC2)c1	i	i	i	i	0	-20	i	i	3	1	i
CC1=C(C(=O)OCC2CCCO2)C(c2ccccc2Cl)NC(=O)N1 (configuration not stated)	i	i	i	i	2	-3	i	i	-9	10	i
CCOC(=O)c1c(C)[nH]c(C)c1C(=O)COC(=O)c1ccc(Cl)c(S(N)(=O)=O)c1	i	i	i	i	-5	-6	i	i	0	0	i
CCCS(=O)(=O)N1CCCC(C(=O)NCc2ccco2)C1 (configuration not stated)	i	i	i	i	-3	-5	i	i	3	0	i
COc1ccc(-c2nc(SCC(=O)NC3CCCCC3)n[nH]2)cc1	i	i	i	i	-3	-3	i	i	1	3	i
Cn1c(=O)oc2cc(S(=O)(=O)NCc3ccc(C(=O)O)cc3)ccc21	i	i	i	i	-3	-10	i	i	-3	-5	i
C1CCN(C2CCN(c3nc4nonc4nc3N3CCSCC3)CC2)C1	i	i	i	i	-1	-14	i	i	-1	-2	i
COc1cc2c(cc1NCc1ccc3c(c1)OCO3)oc1ccccc12	i	i	i	i	.	-5	i	i	5	-1	i
CC(C)CCN1CC(C(=O)NC(C)C)CC1=O (configuration not stated)	i	i	i	i	-3	-7	i	i	1	-1	i
CCOC(=O)CSc1nnc(CSc2nc3sc4c(c3c(=O)[nH]2)CCC4)n1C	i	i	i	i	-3	-10	i	i	3	-3	i

More results:
SMILES	KCNK9 inh	KCNQ1 inh	RGS4 pot	RGS4 block	Dyrk1A ADPGlo	hERG rescue	PolyA inhibitor	KCNK3 block	GSK3B inh	GSK3A inh	KCNQ1 act
Cc1nccn1CCCNC(=O)CC1C(=O)NCCN1Cc1ccc(F)cc1Cl (configuration not stated)	i	i	i	i	1	-7	i	i	4	-2	i
CC(C)c1ccc(NC2CCCN(C(=O)c3cccc(N4CCNC4=O)c3)C2)cc1 (configuration not stated)	i	i	i	i	-2	-5	i	i	2	0	i
Cc1cc(NC(=O)CCC(=O)N(c2cccc(F)c2)C(C(=O)NC2CCCC2)c2ccc(C)o2)no1 (configuration not stated)	i	i	i	i	2	-6	i	i	0	0	i
O=C(C1=NNCC1c1ccccc1)C1CO1 (configuration not stated)	i	i	i	i	1	-7	i	i	0	.	i
COC(=O)C1=CN(C(C)C)C=C(C(=O)OC)C1c1cccc(OC)c1	i	i	i	i	1	-7	i	i	1	-5	i
Cc1[nH]c(=O)c(C(=O)/C=C/c2ccccc2F)c2c1CCCC2	i	i	i	i	-7	-9	i	i	-1	-3	i
N#Cc1cc([N+](=O)[O-])cnc1NCC(O)CO (configuration not stated)	i	i	i	i	-3	-9	i	i	3	-1	i

A portion of the library (hit frequency here may not be typical).
